# Screening data: PubChem, several laboratories
# hgDAF-12 ag – H. glycines DAF-12 receptor agonists, primary screen, cell-based, luminescence, HEK293, GAL4 fusion, UAS-luciferase; AID 687014, 2013; Nuclear hormone receptor DAF-12 (Heterodera glycines), GAL4 fusion; 370,000 compounds, 1.8% hits; activation, % at 6.8 µM; HEK293 GAL4-hgDAF12 UAS-luciferase reporter, agonist luminescence; normalized to butyrate control;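 active = activation above a cutoff set at the mean of all screened compounds plus 3 SD, cut at about 10% in these data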;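 also: 0% = DMSO wells and 100% = sodium butyrate wells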
# proKLK7 act – proKLK7 zymogen activators, primary screen, biochemical, fluorescence intensity; Kallikrein-7 (Homo sapiens), P49862; purified proKLK7, EDANS-DABCYL substrate fluorescence; 100% is mature enzyme control, 0% vehicle; activation, % at 7 µM; 370,000 compounds, 0.9% hits; AID 652039, 2013;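 active = activation above the mean of all tested compounds plus 3 SD, computed per campaign excluding outliers beyond control limits, cut at about 13% in these data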
# Target sequence (P49862 whole entry, looked up): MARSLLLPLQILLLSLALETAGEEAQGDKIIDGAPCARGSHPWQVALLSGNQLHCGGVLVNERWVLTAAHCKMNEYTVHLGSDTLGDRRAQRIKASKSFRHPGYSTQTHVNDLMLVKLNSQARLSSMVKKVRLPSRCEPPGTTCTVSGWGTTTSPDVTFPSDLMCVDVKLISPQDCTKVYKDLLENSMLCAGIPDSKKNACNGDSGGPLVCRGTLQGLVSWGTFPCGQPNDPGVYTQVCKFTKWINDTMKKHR
# NPR1 activator – GC-A stimulated cGMP production enhancers – HEK293 GC-A cells, cGMP TR-FRET, EC30 ANP, primary screen; Atrial natriuretic peptide receptor 1 (Homo sapiens), P16066; 0% at EC30 ANP, 100% saturating ANP; activation, % at 10 µM; 370,000 compounds, 0.14% hits; in the data active = activation above about 40%
# ssDAF-12 act – S. stercoralis DAF-12 nuclear receptor activators, primary screen, cell-based, luminescence, HEK293, GRIP1 co-expression, lit1-tk-luc. HEK293 ssDAF-12/GRIP1 lit1-tk-luc reporter; % of 3 µM dafachronic acid response. activation, % at 6.8 µM. 370,000 compounds, 1% hits. AID 652126, 2013;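 active = activation above the mean over all tested compounds plus 3 SD, cut at about 0.9% in these data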;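 also: 0% = DMSO-only wells and 100% = 3 µM delta7-dafachronic acid wells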
# GAA850 FXN act – FXN promoter activators, primary screen, cell-based, luciferase luminescence, HEK293 lucGAA850; HEK293 lucGAA850 FXN promoter luciferase reporter, 24 h; percent of 10 µM SAHA response; activation, % at 6 µM; 360,000 compounds, 0.56% hits; AID 540364, 2011;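 active = activation above the average of all compounds screened plus 3 SD, cutoff fixed separately per campaign, cut at about 7.5% in these data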;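 also: 0% = DMSO wells and 100% = 10 µM SAHA wells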
# GC-B act – human GC-B receptor activators, primary screen, HEK293 GC-B cells, cGMP TR-FRET, EC30 CNP | AID 1920062, 2024 | 370,000 compounds, 0.11% hits | 0% at EC30 CNP, 100% saturating CNP | activation, % at 10 µM | Atrial natriuretic peptide receptor 2 (Homo sapiens), P20594;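 active = activation at 10 µM reaching about 35% in either raw or pattern-adjusted values, limit read from the data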
# hcDAF-12 act – H. contortus DAF-12 nuclear receptor activators, primary screen, cell-based, luminescence, HEK293, lit1-tk-luc reporter; activation, % at 6.8 µM; 370,000 compounds, 1.4% hits; AID 652067, 2013; HEK293 hcDAF-12 lit1-tk-luc reporter; 0% DMSO, 100% Δ7-dafachronic acid;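 active = activation above the mean of all tested compounds plus 3 SD, cut at about 5.5% in these data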;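 also: 100% = response to 3 µM Δ7-dafachronic acid high control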
# SMARCA2 activ – SMARCA2 (BRM) function activators, primary screen, cell-based, luminescence, high throughput; MG213 cells, MMTV-luciferase reporter, dexamethasone, overnight; activation, % at 9.1 µM; 370,000 compounds, 1% hits; AID 652017, 2013; in the data active = activation above about 7.8%;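 also: 0% = vehicle wells and 100% = reference activator wells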
# HGIII-sPLA2 inh – human group III sPLA2 inhibitors, primary screen, biochemical, QFRET, BODIPY PC-A2 liposome substrate | Group 3 secretory phospholipase A2 (Homo sapiens), Q9NZ20 | AID 743126, 2013 | inhibition, % at 12.2 µM | QFRET BODIPY PC-A2 liposome hydrolysis, fluorescence | 370,000 compounds, 0.56% hits;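 active = inhibition above mean plus 3 SD of compounds lying within the high and low control bounds, cut at about 19% in these data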;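 also: 0% = median of test compound wells and 100% = no enzyme DMSO wells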
# Target sequence (Q9NZ20 whole entry, looked up): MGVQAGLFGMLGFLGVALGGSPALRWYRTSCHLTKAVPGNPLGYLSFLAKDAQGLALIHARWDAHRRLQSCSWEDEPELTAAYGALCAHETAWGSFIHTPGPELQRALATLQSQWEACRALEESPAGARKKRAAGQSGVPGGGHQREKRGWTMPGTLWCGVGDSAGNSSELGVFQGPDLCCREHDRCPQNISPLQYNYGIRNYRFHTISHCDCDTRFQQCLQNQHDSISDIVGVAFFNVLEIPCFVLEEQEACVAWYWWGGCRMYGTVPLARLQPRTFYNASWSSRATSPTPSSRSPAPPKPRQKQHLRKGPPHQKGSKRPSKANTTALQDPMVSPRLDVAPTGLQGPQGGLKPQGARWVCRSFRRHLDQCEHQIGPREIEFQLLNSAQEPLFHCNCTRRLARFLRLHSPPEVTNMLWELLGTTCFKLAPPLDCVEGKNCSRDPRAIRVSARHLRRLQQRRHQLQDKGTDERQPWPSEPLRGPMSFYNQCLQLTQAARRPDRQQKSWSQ
# DAX1 inh-1 – DAX1 (NR0B1) inhibitors on StAR promoter, primary screen, cell-based, luminescence, SF-1 (NR5A1), full-length DAX-1; HEK293T StAR-luciferase reporter, SF-1/DAX-1 repression relief; AID 652010, 2013; inhibition, % at 6.8 µM; 370,000 compounds, 1.1% hits;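 active = inhibition above the mean over all tested compounds plus 3 SD, cut at about 3.6% in these data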;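 also: 0% = DAX-1 cells with DMSO and 100% = cells lacking DAX-1 with DMSO; higher inhibition means more luminescence from relief of DAX-1 repression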
# DAX1 inh-2 – DAX1 (NR0B1) inhibitors, primary screen, cell-based, HEK293, Gal4-DAX1, luciferase luminescence; Nuclear receptor subfamily 0 group B member 1 (Homo sapiens), P51843; HEK293 Gal4-DAX1 luciferase reporter; inhibition, % at 6.75 µM; 340,000 compounds, 0.99% hits; AID 504766, 2011;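 active = inhibition above the mean over all tested compounds plus 3 SD, cut at about 4.2% in these data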;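 also: 0% = DAX1-transfected cells with DMSO and 100% = empty-vector control cells with DMSO; inhibition shows as a rise in luminescence from relieved DAX1 repression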
# Target sequence (P51843 207-470 limits assumed): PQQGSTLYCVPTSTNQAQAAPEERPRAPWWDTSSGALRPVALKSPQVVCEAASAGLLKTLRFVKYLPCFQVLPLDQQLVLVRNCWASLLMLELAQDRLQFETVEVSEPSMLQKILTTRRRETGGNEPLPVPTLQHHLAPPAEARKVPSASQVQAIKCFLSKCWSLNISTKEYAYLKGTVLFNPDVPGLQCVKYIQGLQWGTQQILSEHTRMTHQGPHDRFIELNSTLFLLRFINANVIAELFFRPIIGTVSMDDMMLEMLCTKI
# * marks the source's active call; other numbers are inactive results; x = no result given.
# Order of results – hgDAF-12 ag	proKLK7 act	NPR1 activator	ssDAF-12 act	GAA850 FXN act	GC-B act	hcDAF-12 act	SMARCA2 activ	HGIII-sPLA2 inh	DAX1 inh-1	DAX1 inh-2
CCCCn1c(N)c(N(CCOC)C(=O)C(C)Oc2ccc(Cl)cc2)c(=O)[nH]c1=O (stereo unspecified)
 : -0.8	0.0	0	-1.0	-1.1	-1	-1.8	-1	4	-1.6	0.5
COc1ccc(C2CC(c3cccs3)=NN2C(=O)CSC2=NN3CCCC(=O)N=C3S2)cc1 (stereo unspecified)
 : 2.1	0.5	4	-1.1	-3.2	5	-2.1	0	-9	-1.0	-1.1
N#CCOC(=O)c1sccc1-n1cccc1
 : 4.1	-0.3	1	-0.2	-2.2	3	2.5	1	4	1.0	-1.2
O=C(c1ccoc1)N1CCN(c2cc(-c3ccco3)nc3cc(-c4ccco4)nn23)CC1
 : -6.0	x	-3	-1.6	x	-12	-3.8	x	0	x	x
Cc1ccc(S(=O)(=O)N2CCCCC2)cc1C(=O)OC(C)C(=O)NC1CCCCC1C (stereo unspecified)
 : -1.0	0.1	-2	-0.6	-0.1	1	-0.7	-2	-4	-1.2	-0.8
CC(=O)c1cccc(-c2ccnc3c2CC(C(=O)NCC2CCOCC2)O3)c1 (stereo unspecified)
 : -0.1	-0.6	0	-0.8	-3.3	9	0.6	-2	11	-2.9	x
COCCNc1ncnc2c1ncn2[C@H]1CN(Cc2cc(OC)c(OC)c(OC)c2)C[C@@H](CO)O1
 : 2.4	-0.2	5	-1.5	-0.2	5	-2.2	2	4	-0.9	x
CC1CC(C)CN(C2CCCCC2NS(=O)(=O)c2ccc(Cl)cc2)C1 (stereo unspecified)
 : 0.3	-0.4	-8	-1.5	1.9	-1	0.2	-4	7	0.3	0.3
COc1ccc(Nc2c3c(nc4ccccc24)CCC3)c(OC)c1
 : -2.0	-0.4	-24	-1.6	-3.6	-7	-4.0	-1	4	-0.5	-0.3
Cc1cccc(NC(=O)COn2nnc3ccc(S(C)(=O)=O)cc32)c1
 : -1.6	-0.2	-8	-1.9	0.4	-1	0.3	-3	0	-0.6	0.6
CCOc1cccc2cc(C(=O)Oc3ccc(OC)cc3)c(=O)oc12
 : 3.3	3.4	1	-1.5	1.3	-2	0.1	-4	1	-0.1	2.3
CCOc1ccccc1N1CCN(C(=O)Nc2cccc(Cl)c2)CC1
 : -0.9	0.1	-7	-0.6	-0.9	-4	-1.2	-2	8	-0.1	-0.3
CCOC(=O)c1ccccc1NC(=O)C1CC(=O)N(c2ccccc2)C1 (stereo unspecified)
 : 0.7	0.1	-2	-1.7	1.9	5	-2.9	0	-2	0.1	0.6
CC12CCC(C(=O)Nc3c(Cl)cccc3Cl)(C(Br)C1=O)C2(C)C (stereo unspecified)
 : 2.3	-0.6	0	-0.7	-0.1	-8	-2.1	-4	9	0.1	0.2
Cc1cccc(-c2nc3c(c(SCC(=O)N4CCOCC4)n2)COC(C)(C)C3)c1
 : -2.3	-0.1	0	-1.1	-1.4	-4	-1.3	-3	9	-0.1	0.6
Cc1ccc(C)c(OCCC(=O)OCC(=O)N2c3ccccc3NC(=O)C2(C)C)c1
 : 2.4	0.3	-7	-1.7	0.7	5	1.4	2	-7	-0.8	-0.2
CCOc1cc(S(=O)(=O)NCc2ccccn2)ccc1Cl
 : 1.0	-0.5	3	-1.1	1.4	-3	-1.4	0	-6	0.8	-0.2
Cc1cc(C)cc(NS(=O)(=O)CCCS(=O)(=O)Nc2cc(C)cc(C)c2)c1
 : -2.0	0.3	-5	-1.2	-0.7	-7	0.0	-1	-49	-0.9	0.0
CCNc1nc(NC(C)C)nc(OCCOC(=O)c2ccccc2)n1
 : 0.8	0.9	3	-0.8	1.6	-1	0.5	-2	1	0.1	-0.8
CCc1ccc(NC(=O)CSc2nnc(C3CC3)n2CC2CCCO2)cc1 (stereo unspecified)
 : -0.3	-0.3	2	-1.4	1.1	-3	-1.3	-1	-1	-0.6	3.4

# Four entries from above in a different format.
compound	hgDAF-12 ag	proKLK7 act	NPR1 activator	ssDAF-12 act	GAA850 FXN act	GC-B act	hcDAF-12 act	SMARCA2 activ	HGIII-sPLA2 inh	DAX1 inh-1	DAX1 inh-2
CCOC(=O)c1ccccc1NC(=O)C1CC(=O)N(c2ccccc2)C1 (stereo unspecified)	0.7	0.1	-2	-1.7	1.9	5	-2.9	0	-2	0.1	0.6
CCNc1nc(NC(C)C)nc(OCCOC(=O)c2ccccc2)n1	0.8	0.9	3	-0.8	1.6	-1	0.5	-2	1	0.1	-0.8
CCOc1ccccc1N1CCN(C(=O)Nc2cccc(Cl)c2)CC1	-0.9	0.1	-7	-0.6	-0.9	-4	-1.2	-2	8	-0.1	-0.3
Cc1cccc(-c2nc3c(c(SCC(=O)N4CCOCC4)n2)COC(C)(C)C3)c1	-2.3	-0.1	0	-1.1	-1.4	-4	-1.3	-3	9	-0.1	0.6

# (next part)
# Order of results – hgDAF-12 ag	proKLK7 act	NPR1 activator	ssDAF-12 act	GAA850 FXN act	GC-B act	hcDAF-12 act	SMARCA2 activ	HGIII-sPLA2 inh	DAX1 inh-1	DAX1 inh-2
Cc1sc(NC(=O)/C=C/c2ccc(C(C)C)cc2)c(C#N)c1C
 : 1.0	-1.9	-6	-0.5	-2.7	-5	-0.5	-2	3	-0.6	2.0
CCOc1ccc(C(=O)NCCc2cnc[nH]2)cc1
 : 2.9	0.0	6	-0.6	1.2	-2	3.5	-1	4	-0.5	-0.5
Cc1c(CC(=O)NCC(=O)N[C@H](Cc2ccccc2)C(=O)O)c(=O)oc2cc(O)ccc12
 : 4.7	72*	7	-1.1	0.4	-1	-1.3	0	-3	-0.9	-1.2
CCn1cc(C(=O)NN)c(=O)c2cc(F)c(N3CCN(C)CC3)cc21
 : -3.0	-1.9	4	-1.1	-0.6	0	-2.0	-3	-8	-0.4	0.4
Cn1c(=NC(=O)C2CC2)sc2cccc(F)c21
 : 4.1	0.2	-2	0.2	2.8	-5	4.1	-2	4	0.9	0.2
O=C(Nc1cccc([N+](=O)[O-])c1)c1cc(S(=O)(=O)N2CCOCC2)cs1
 : -2.8	0.9	-8	-1.3	-1.1	-5	-0.9	-1	-1	-0.5	0.5
Cc1noc(C)c1CSCC(=O)Nc1cc(S(=O)(=O)N2CCCCC2)ccc1OC(C)C
 : -2.4	-0.7	5	-1.4	4.4	7	-0.9	4	-3	-1.0	1.3
Cc1cc(S(=O)(=O)N(Cc2ccc3c(c2)OCO3)CC2CCCO2)ccc1-n1cnnn1 (stereo unspecified)
 : 0.6	-0.2	-8	-1.3	-3.6	-1	-1.9	0	2	-0.8	-0.2
C[C@@H]1NS(=O)(=O)[C@H]2C[C@@H]3C=C[C@]2(O3)[C@H]1OC(=O)c1ccc(C(C)(C)C)cc1
 : -1.5	0.4	3	-0.5	1.9	-6	-1.0	0	0	0.0	-1.1
O=C(Nc1nccs1)c1sc2cc(Cl)ccc2c1Cl
 : 4.8	0.9	10	1.4*	0.0	8	2.3	4	-7	0.6	0.9
O=C(c1ccc(F)cc1)c1cc2ccccc2o1
 : 8.7	-0.6	9	-0.7	4.7	-4	-0.5	11*	-1	1.4	2.4
Cc1cc(C)n(-c2nnc(C)n2/N=C/c2ccccc2F)n1
 : -1.2	0.2	-12	-0.4	0.9	-1	-0.4	-5	4	0.1	0.8
Cn1c(=O)cc(SCC(=O)NCc2ccc(F)cc2)c2ccccc21
 : -1.9	-0.1	-2	-1.7	1.9	-2	-1.9	0	0	0.1	2.2
COc1ccccc1C1CC(c2ccc(F)cc2)Nc2ncnn21 (stereo unspecified)
 : -1.6	0.1	-1	-1.9	0.7	0	-0.1	-4	6	-0.4	0.6
CCc1cc2c(NCC3CCCO3)ncnc2s1 (stereo unspecified)
 : -4.3	0.8	1	-1.3	0.6	-2	-1.0	-3	1	-1.6	-2.2
CN(c1ccc(NC(=O)Cc2cn(C)c3ccccc23)cc1)c1ccccn1
 : 1.0	0.6	-2	-1.0	x	-11	-1.0	-1	-52	-0.9	x
COC(=O)c1cccc(NC(=O)Nc2ccc(Cl)c(Cl)c2)c1
 : -1.1	1.4	-7	-0.9	-1.6	0	-1.4	-5	-30	-0.6	-0.1
O=C1CCC/C(=N\NC(=O)NC2CCCCC2)C1
 : -1.5	2.0	0	-1.3	1.5	-2	-1.1	2	-1	0.0	-0.9
CCN(CC)C(=O)C1CCCN(Cc2ccc(F)c(F)c2)C1 (stereo unspecified)
 : 4.8	-0.3	3	-1.9	-4.0	2	-1.2	5	-2	0.9	-0.1
Cc1cccc(-n2ccnc2SCC(=O)Nc2ccc3c(c2)OCCO3)c1
 : 0.5	-0.1	-2	-1.4	0.2	0	-1.6	-1	-9	-0.7	0.9
O=C(N/N=C/C=C\c1ccccc1[N+](=O)[O-])c1ccccn1
 : 11*	-0.9	2	-0.6	1.5	-12	1.2	2	-1	-0.7	1.7
COc1ccc(N2CCN(CCCNC(=O)CCc3ccc(F)cc3)CC2)cc1
 : 3.3	0.2	4	-0.7	x	-4	0.4	-2	5	1.1	x
COCCOC(=O)c1c(C)oc2ccc(OS(C)(=O)=O)cc12
 : -0.6	-0.4	6	-1.9	1.7	4	-0.5	-4	4	0.3	1.6
CCOc1cc(/C=C2\C(=N)N3N=C(S(=O)(=O)CC)SC3=NC2=O)ccc1OC(=O)c1ccco1
 : 3.1	-0.6	-4	-1.4	1.4	3	0.6	0	-14	-2.4	1.0
CC(CNC(=O)COc1ccc2c(c1)OCO2)c1ccccc1 (stereo unspecified)
 : 0.5	0.2	-2	-0.7	0.4	2	-0.5	2	-3	-2.1	0.1
O=C(Nc1ccc(F)cc1)N1CCN(CCc2ccccc2)CC1
 : 0.1	-0.3	4	-1.4	2.5	0	-2.5	-1	10	0.1	1.4
O=C(N/C=C\c1ccccc1)NCc1ccc(Cl)cc1Cl
 : -0.1	-0.8	1	-0.2	-0.1	-2	-1.0	-1	1	0.3	1.8
Nc1nc2ccccc2cc1C(=O)NCc1ccc(-c2ccccc2)cc1
 : -9.1	0.4	-5	-1.8	x	-8	-4.7	-6	-3	-5.0	x
C=CCSc1nc2ccccc2c(=O)[nH]1
 : 1.5	-0.4	8	-1.0	3.7	-2	-1.1	-1	2	0.6	1.7
